High-throughput results: PubChem BioAssay, several laboratories
PostGolgi yeast = growth inhibition of a yeast mutant, post-Golgi transport screen. post-Golgi transport phenotypic cell assay. inhibition, % at 10 µM. actives 0.9% (n = 98,000);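 further: yeast cells grown in 1536-well plates; yeast grown about 18 h at 30C before absorbance read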
PostGolgi ctrl = inhibits growth of the yeast control strain. efflux-deficient yeast background strain, growth absorbance A615, 16 h. inhibition, % at 10 µM. actives 5% (n = 98,000). AID 738
Rev-RRE block = inhibitors of HIV-1 Rev-RRE RNA interaction | inhibition, % at 8 µM | Rev peptide-RRE RNA binding, FRET | P05866 | actives 0.79% (n = 97,000) | AID 704;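 active means inhibition above the screen-wide mean plus 3 SD, cut at about 35% in these data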;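 further: 0% = median DMSO wells and 100% = median Neomycin B control wells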
Target sequence (P05866 whole entry, looked up): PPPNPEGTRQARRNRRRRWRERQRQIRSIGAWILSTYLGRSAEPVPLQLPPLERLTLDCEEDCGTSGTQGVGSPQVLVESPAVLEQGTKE
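Test system – labelled RRE RNA duplex and labelled Rev peptide · Reagent – labelled Rev peptide · Doses – one concentration, 8 µM nominal · Incubation – 5 + 15 min at 25 °C · Signal – FRET fluorescence readout · Read-out basis – % inhibition of FRET ratio versus controls · Control set – DMSO wells as 0% and neomycin B wells as 100% inhibition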
LYP inh 2 = inhibitors of human LYP (PTPN22) phosphatase; recombinant LYP catalytic domain, DiFMUP fluorescence; actives 0.21% (n = 96,000); inhibition, % at 2 µM;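 active means inhibition at 2 µM at or above a set limit, the screen mean plus 3 SD, cut at about 24% in these data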;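 further: 0% = DMSO with enzyme and 100% = enzyme fully blocked by orthovanadate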
Target sequence (Q9Y2R2 whole entry, looked up, the tested form may be a part): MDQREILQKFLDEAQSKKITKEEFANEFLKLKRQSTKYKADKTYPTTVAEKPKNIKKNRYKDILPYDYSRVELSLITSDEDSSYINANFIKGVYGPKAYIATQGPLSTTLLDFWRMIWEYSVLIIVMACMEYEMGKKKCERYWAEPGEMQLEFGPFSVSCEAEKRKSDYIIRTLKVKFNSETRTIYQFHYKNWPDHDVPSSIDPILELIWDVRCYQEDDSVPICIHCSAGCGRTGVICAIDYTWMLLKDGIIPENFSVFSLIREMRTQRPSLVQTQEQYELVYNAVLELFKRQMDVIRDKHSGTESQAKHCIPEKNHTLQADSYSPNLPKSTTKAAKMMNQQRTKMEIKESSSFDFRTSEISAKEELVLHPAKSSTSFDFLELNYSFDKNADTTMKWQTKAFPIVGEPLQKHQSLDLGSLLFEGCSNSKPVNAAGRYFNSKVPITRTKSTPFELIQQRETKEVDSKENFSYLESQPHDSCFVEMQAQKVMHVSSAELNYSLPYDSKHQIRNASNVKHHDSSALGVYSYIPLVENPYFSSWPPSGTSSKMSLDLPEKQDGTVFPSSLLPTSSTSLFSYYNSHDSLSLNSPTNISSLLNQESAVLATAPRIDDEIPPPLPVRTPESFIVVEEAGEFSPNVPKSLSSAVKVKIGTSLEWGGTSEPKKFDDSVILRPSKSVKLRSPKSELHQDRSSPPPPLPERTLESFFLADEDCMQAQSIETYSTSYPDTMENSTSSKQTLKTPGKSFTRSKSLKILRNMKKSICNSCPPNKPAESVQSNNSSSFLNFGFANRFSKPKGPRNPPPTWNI
S1P2 antag = blocks the human S1P2 receptor. cell-based S1P2 antagonist assay, inhibition at 5 uM. inhibition, % at 5 µM. actives 0.21% (n = 97,000). O95136. AID 736; in the data active means inhibition above about 45%;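 further: CRE beta-lactamase reporter cells expressing human S1P2 stimulated with S1P; 0% = agonist at EC80 alone and 100% = agonist plus reference antagonist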
PTPN22 act = LYP (human) phosphatase activation; AID 697; actives 0.11% (n = 96,000); recombinant LYP, DiFMUP fluorescence; 0 = plate median, 100 = signal doubled; activation, % at 2 µM; Q9Y2R2;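 active means activation at 2 µM above a set limit, the mean plus 5 SD, cut at about 37% in these data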
S1P2 agonist = agonists of human S1P2 receptor | O95136 | S1P2-expressing cell line, agonist reporter read-out | activation, % at 4.5 µM | actives 0.46% (n = 97,000); in the data active means activation above about 16%;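 further: 0% = vehicle low control and 100% = maximal reference agonist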
EphB4 antag = EphB4-ephrin-B2 interaction antagonism | P54760 | EphB4 LBD / TNYL-RAW-Alexa532 peptide, fluorescence polarization | inhibition, % at 7 µM | actives 0.15% (n = 97,000);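 active means inhibition above the screen-wide mean inhibition plus 3 SD, cut at about 15% in these data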;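 further: 0% = DMSO wells and 100% = excess unlabeled TNYL-RAW peptide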
FAK inh = inhibitors of human focal adhesion kinase. biochemical FAK kinase activity assay. inhibition, %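 (tested at 7 µM)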. actives 0.84% (n = 97,000). Q05397; in the data active means inhibition above about 19%;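 further: 0% = DMSO and 100% = reference compound high control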
Starred values were filed as active, the others as inactive; . = no result given; [ ] = another dose, or the depositor's remark. Unless noted, no stated cut-off is given here; in the data, active means inhibition above about 30%; inactive means the rest.

1: COc1ccccc1-n1cnnc1SCc1csc(-c2ccccc2)n1
2: Cn1c(SCC(=O)N2CCN(c3ccccc3)CC2)nnc1-c1ccncc1
3: CCCCCCCC(=O)NNC(=O)c1ccc(F)cc1
4: CCn1c(SCc2c(Cl)cccc2Cl)nnc1-c1nn(-c2ccccc2)ccc1=O
5: CCOC(=O)C1=C(N)n2c(s/c(=C\c3ccco3)c2=O)=C(C(=O)OCC)C1c1ccco1 (stereo not drawn)
6: FC(F)(F)c1cc(-c2cccs2)nc(N2CCOCC2)n1
7: O=C(c1ccc(F)cc1)C(CCCCCC(CN1CCOCC1)C(=O)c1ccc(F)cc1)CN1CCOCC1 (stereo not drawn)
8: NC(=O)CSc1nnc(Cc2csc(Nc3ccccc3)n2)n1Cc1ccccc1
assay / compound	1	2	3	4	5	6	7	8
PostGolgi yeast	-7	.	-2	15	2	-1	15	-7
PostGolgi ctrl	10	.	-1	-4	0	24	20	8
Rev-RRE block	14	-2	0	3	3	15	-1	4
LYP inh 2	6	-9	10	10	8	-9	-28	2
S1P2 antag	1	-7	-1	1	-15	-30	5	-1
PTPN22 act	-5	10	-6	-8	-8	9	30	-4
S1P2 agonist	-5	-9	-2	-5	-5	-4	-5	-4
EphB4 antag	2	1	1	3	-3	-1	-2	-5
FAK inh	3	-1	-2	2	2	3	-3	-8

9: CCOC(=O)CCc1n[nH]c(=O)[nH]c1=O
10: CN(C)c1nc(N2CCOCC2)nc(N(c2ccccc2)c2ccccc2)n1
11: COc1ccc(-c2nnn(CC(=O)N(Cc3cccs3)C(C)C(=O)NC3CCCC3)n2)cc1OC (stereo not drawn)
12: COc1ccc(NS(=O)(=O)c2ccc(SC)cc2)cc1
13: C/C(=N\NC(=S)NC(C)C)c1ccc(-n2ccnc2)cc1
14: CCn1c(Cc2ccccc2)nnc1SCC(=O)Nc1ccc(OC)cc1
15: CC(=O)NC(CCS(C)(=O)=O)C(=O)Nc1cccc(C(C)=O)c1 (stereo not drawn)
16: CC(C)c1ccc(C2C(C#N)=C(N)N3C(=C2C#N)Sc2ccccc23)cc1 (stereo not drawn)
assay / compound	9	10	11	12	13	14	15	16
PostGolgi yeast	8	-7	-1	7	1	.	3	-18
PostGolgi ctrl	-1	19	2	50*	-1	.	-6	4
Rev-RRE block	6	5	11	8	1	0	7	56*
LYP inh 2	0	5	5	0	10	-12	16	8
S1P2 antag	2	-7	0	-16	2	0	-3	29
PTPN22 act	-1	-5	-8	-1	-6	6	-15	-8
S1P2 agonist	-5	1	-1	1	-6	-3	-4	13
EphB4 antag	-5	1	7	11	2	2	-3	5
FAK inh	-1	2	9	6	8	-1	-2	3

17: Clc1ccc(CSc2nnc(-c3ccncc3)o2)c(Cl)c1
18: CC(=O)N1CCC(N(C(=O)Nc2ccc(C)c(C)c2)C2CCCC2)CC1
19: O=C(CSc1ncccc1C(=O)O)NCCC1=CCCCC1
20: COc1ccc(-c2cc(C(=O)Nc3c(C)nn(Cc4ccc(Cl)cc4)c3C)no2)cc1
21: CC(C)OCCCNC(=O)c1sc(=S)n(C)c1N
22: Oc1c(N=Nc2ccccn2)ccc2ccccc12
23: O=C(Nn1c(-c2ccccc2)nc2ccccc2c1=O)C1CCC1
24: Cc1nccn1CC(O)COC1CCCCC1 (stereo not drawn)
assay / compound	17	18	19	20	21	22	23	24
PostGolgi yeast	0	3	-5	-2	0	-1	5	19
PostGolgi ctrl	16	7	20	-2	13	4	0	13
Rev-RRE block	10	6	2	8	9	2	10	5
LYP inh 2	7	12	-5	11	-4	-13	-7	12
S1P2 antag	-4	23	-13	22	-2	-14	14	10
PTPN22 act	-9	-8	4	-11	4	19	8	-16
S1P2 agonist	-9	-2	-7	-1	-5	-2	-5	-6
EphB4 antag	1	3	-5	9	-6	-1	7	-1
FAK inh	7	7	-5	0	-3	4	-5	-1

25: CCC(=O)n1nc(-c2ccccc2)nc1NCc1ccccc1
26: CCC(C)N(CC(=O)NCc1ccc(OC)cc1)C(=O)c1csnn1 (stereo not drawn)
27: Cc1ccc2cc(C#N)c(N3CCCC3)nc2c1C
28: CC(Sc1ccccn1)C(=O)Nc1ccc(S(N)(=O)=O)cc1 (stereo not drawn)
29: Cc1cccc(N/C=C/c2onc(C)c2[N+](=O)[O-])c1
30: CCc1cc(C(c2ccccc2OC)N2CCOCC2)c(NC(=O)c2ccccc2)s1 (stereo not drawn)
31: O=C(c1ccco1)N1N=C(c2cccs2)CC1c1ccc(F)cc1 (stereo not drawn)
32: O=C(Nc1ccc(Cc2ccncc2)cc1)C1CCC(N2C(=O)C3C4C=CC(C5CC45)C3C2=O)CC1 (stereo not drawn)
assay / compound	25	26	27	28	29	30	31	32
PostGolgi yeast	1	-3	-1	-4	-4	4	14	-9
PostGolgi ctrl	2	8	47*	-4	13	15	35*	11
Rev-RRE block	15	2	7	11	95*[fluorescence artefact?]	5	14	2
LYP inh 2	-8	-7	-4	-3	8	12	-33	6
S1P2 antag	-9	-5	6	-2	9	6	-17	11
PTPN22 act	8	5	4	0	-5	-10	33	-4
S1P2 agonist	-1	-5	1	-4	-3	-5	0	-5
EphB4 antag	-2	3	3	2	6	-1	-2	-5
FAK inh	2	-1	0	-2	-2	-9	0	-3

Ordered by molar mass (largest number first): part of the list above.
32: O=C(Nc1ccc(Cc2ccncc2)cc1)C1CCC(N2C(=O)C3C4C=CC(C5CC45)C3C2=O)CC1 (stereo not drawn)
30: CCc1cc(C(c2ccccc2OC)N2CCOCC2)c(NC(=O)c2ccccc2)s1 (stereo not drawn)
31: O=C(c1ccco1)N1N=C(c2cccs2)CC1c1ccc(F)cc1 (stereo not drawn)
25: CCC(=O)n1nc(-c2ccccc2)nc1NCc1ccccc1
29: Cc1cccc(N/C=C/c2onc(C)c2[N+](=O)[O-])c1
24: Cc1nccn1CC(O)COC1CCCCC1 (stereo not drawn)
assay / compound	32	30	31	25	29	24
PostGolgi yeast	-9	4	14	1	-4	19
PostGolgi ctrl	11	15	35*	2	13	13
Rev-RRE block	2	5	14	15	95*[fluorescence artefact?]	5
LYP inh 2	6	12	-33	-8	8	12
S1P2 antag	11	6	-17	-9	9	10
PTPN22 act	-4	-10	33	8	-5	-16
S1P2 agonist	-5	-5	0	-1	-3	-6
EphB4 antag	-5	-1	-2	-2	6	-1
FAK inh	-3	-9	0	2	-2	-1

More compounds
33: CCCNC(=S)N1CCC(NC(=O)C23CC4CC(CC(C4)C2)C3)CC1
34: CCN1CCN(C(=S)Nc2ccccc2Cl)CC1
35: Oc1ccc(Cl)cc1CNc1ccc(Br)cn1
36: O=C(Nc1ccccc1F)c1ccco1
37: O=C(CSc1ncccn1)Nc1ccc(N2CCOCC2)cc1
38: Cc1ccccc1C(=O)Oc1cccc(Nc2ncnc3ccccc23)c1
39: Cc1cc2c(c(=O)n1CCN(C)C)C(c1ccccc1Br)C(C#N)=C(N)O2 (stereo not drawn)
40: CCC(C)NC(=O)CNS(=O)(=O)c1ccc(C)cc1 (stereo not drawn)
assay / compound	33	34	35	36	37	38	39	40
PostGolgi yeast	.	6	0	.	5	.	-15	.
PostGolgi ctrl	.	-5	48*	.	7	.	2	.
Rev-RRE block	-1	6	9	4	4	0	7	3
LYP inh 2	6	-10	-9	6	-1	-2	1	7
S1P2 antag	23	1	-6	10	-16	-5	10	-7
PTPN22 act	-6	8	8	-6	1	0	-2	-6
S1P2 agonist	-3	-4	-4	-4	-1	-9	-10	-5
EphB4 antag	-6	4	9	0	-4	-2	-6	-5
FAK inh	0	-3	3	-2	2	7	4	-1

41: O=C1CCSc2ccc(Cl)cc2N1Cc1ccccc1
42: COc1ccc(/C=C/C(=O)c2ccc(Cl)s2)cc1O
43: COc1cccc(OCC(=O)NC2CCCCC2)c1
44: COc1ccc2nc(NC(=O)C3CCCN3S(=O)(=O)c3ccc(C)cc3)sc2c1 (stereo not drawn)
45: O=C(NCCc1ccc(Cl)cc1)C1CCN(S(=O)(=O)N2CCCC2)CC1
46: CCCCc1nnc(NC(=O)C=C(C)C)s1
47: CCn1cc(C(=O)O)c(=O)c2cc(F)c(N3CCN(C(=O)Nc4ccccc4)CC3)cc21
48: COc1cccc(NC(=O)c2nn(C34CC5CC(CC(C5)C3)C4)cc2[N+](=O)[O-])c1
assay / compound	41	42	43	44	45	46	47	48
PostGolgi yeast	-3	3	-2	0	2	1	-2	-2
PostGolgi ctrl	-2	3	-2	9	-5	-1	-2	27
Rev-RRE block	4	12	1	14	0	-1	-4	-1
LYP inh 2	4	-4	-6	-3	2	1	11	8
S1P2 antag	-6	-8	0	1	18	-7	7	-10
PTPN22 act	3	2	5	-1	-5	4	-8	-4
S1P2 agonist	-2	-6	-2	-10	-1	-5	0	-7
EphB4 antag	-1	8	0	0	-3	-1	-6	-7
FAK inh	0	0	0	-1	5	0	1	-1

49: O=C(O)c1ccc(SCc2cnc(Cl)s2)cc1
50: COC(=O)CNC(c1ccccc1Cl)c1cc(Br)ccc1NC(=O)CCN1CCOCC1 (stereo not drawn)
51: O=C(NC1CCCC1)C(c1cccs1)N(CC1CCCO1)C(=O)Cc1cccs1 (stereo not drawn)
52: COc1ccc(-c2noc(-c3ccccc3C(=O)NCc3ccco3)n2)cc1
53: Cc1cc(C)nc(NS(=O)(=O)c2ccc(NC(=O)c3ccco3)cc2)n1
54: COc1cccc(N2CCN(c3c4c(nc5ncnn35)CCC4)CC2)c1
55: Cc1cccc(C(=O)NC2CCN(CC(=O)N3CCOCC3)CC2)c1
56: O=C(Nc1cccn2ncnc12)c1ccc(Cl)cc1
assay / compound	49	50	51	52	53	54	55	56
PostGolgi yeast	-17	-7	5	-8	1	4	4	11
PostGolgi ctrl	6	13	7	19	11	0	12	23
Rev-RRE block	4	7	-1	5	9	4	9	6
LYP inh 2	-10	8	-18	-2	-3	9	5	-12
S1P2 antag	13	25	0	24	17	-15	13	22
PTPN22 act	15	-3	12	8	2	-12	-5	8
S1P2 agonist	-6	-2	-1	-3	-8	-4	-4	-5
EphB4 antag	-7	-7	-7	-1	5	-12	4	13
FAK inh	-7	0	-1	1	2	-2	1	6
